Assay outcomes as filed in PubChem BioAssay.
Lipid storage S3: qHTS Assay for Lipid Storage Modulators in Drosophila S3 Cells | Drosophila S3 cells, BODIPY lipid droplet fluorescence, 18-24 h; cells fed with added oleic acid | lipid storage change, negative = inhibition, % at the top dose, mostly 46.1 µM; hits show Potency in µM | 320,000 tested, 0.64% active | AID 2685, 2010; active = well fitted inhibition curve with a large enough effect in the signal ratio, with a control signal flat, not every such curve was filed as active; inconclusive = small, poorly fitted or top-dose-only effect, or effect the other way, or a change in a side signal; the % refers to the signal ratio
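Laser-scanning cytometry quantifies lipid droplet accumulation (500–530 nm total intensity; droplet/cell object ratio) in oleic acid-fed (400 uM added) Drosophila S3 cells treated with a concentration series. 20 uM Triacsin C defined 100% inhibition.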
Lipid storage S3 cell count max: also measured in Lipid storage S3; calls as there; cell number change, %; measured here: cell count max response;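 cells counted by Cell Tracker Red CMTPX staining in the red channel; peak over a dose series mostly up to 46.1 µM; percent activity relative to internal control wells on each plate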
The depositor's hits bear a star; i = inactive; ? = inconclusive; · = no result given; [ ] = remark or other dose. % is scaled to controls: 0 for no effect and ±100 for the full control effect; potency is read from the fitted curve at half-maximal effect. Not all compounds are listed; count on the stated rates, not on these rows.

Molecule | Lipid storage S3 | Lipid storage S3 cell count max
Cc1c(NC(=O)/C(C#N)=C/c2ccccc2)c(=O)n(-c2ccccc2)n1C | 24.6% | 13.8
CC(C)NCCOc1cccc(Br)c1 | ? | ·
Cc1ccnc(NC(=O)/C=C/c2ccccc2[N+](=O)[O-])c1 | 4.9% | 1.1
Cc1cc(/C=C(\C#N)C(=O)NCC2CCCO2)c(C)n1-c1ccc(Cl)cc1 (stereo not given) | -9.4% | -4.7
Cn1c(=O)[nH]c2nnc(-c3ccc(Cl)c(Cl)c3)nc2c1=O | -11.0% | -10.8
COc1cccc(-c2cc3nc4c(c(N5CCC6(CC5)OCCO6)n3n2)CCC4)c1 | ? | ·
CCN(CC(=O)Nc1ccc(NC(C)=O)cc1)c1ccc(C(F)(F)F)cn1 | 20.7% | 6.3
CCN1CCN(Cc2ccc(NC(=O)c3cc(NC(=O)C4=NN(c5ccccc5)C(=O)C4)cc(OC)c3)cc2C(F)(F)F)CC1 | ? | ·
COc1ccc2c(c1)CCN(C(=O)CCl)C2C1C(=O)CCCC1=O (stereo not given) | 0.9% | 5.6
CC1CCCC(C)N1/N=C/c1ccc(C#N)cc1 (stereo not given) | 13.4% | 17.5
Cc1nc(SCC(=O)Nc2ccc(Cl)cc2[N+](=O)[O-])nc(C)c1C | ? | ·
Cc1ccnc(NS(=O)(=O)c2ccc(-n3cccn3)cc2)c1 | i | -4.2
CCC(=O)NC(=S)Nc1cccc(NC(=O)c2ccccc2)c1 | -4.1% | -13.1
Cc1ccc(S(=O)(=O)Nc2ccc(C(=O)NCCCN3CCOCC3)cc2)cc1[N+](=O)[O-] | 3.7% | -8.4
OCCC1CN(Cc2cccn2-c2cccnc2)CCN1C1CCCCC1 (stereo not given) | 14.9% | 2.0
NS(=O)(=O)c1ccccc1 | ? | ·
CN(C)C(=S)Nc1ccc(S(=O)(=O)N2CCCCC2)cc1 | 0.2% | 0.3
Cc1ccccc1C(=O)Nc1nnc(SCC(=O)NCc2ccco2)s1 | i | -7.2
CC1(C)CC(n2c(=S)[nH]c3ccccc3c2=O)CCO1 (stereo not given) | ? | ·
CCCCN(CCCNC(=O)C1CCN(S(=O)(=O)CC)CC1)c1ccccc1 | ? | ·
NS(=O)(=O)c1cc(Cl)c(NC(=O)COC(=O)c2ccccn2)c(Cl)c1 | 8.5% | 16.5
COc1cc(C2C(C#N)=C(N)OC3=C2C(=O)CC(C)(C)C3)cc([N+](=O)[O-])c1O (stereo not given) | 4.8% | ·
O=C(COc1ccc2c(-c3ccccc3)cc(=O)oc2c1)Nc1ccc(CCO)cc1 | ? | ·
CC(=NCc1ccco1)c1c(C)[nH]n(-c2nc3ccccc3s2)c1=O | ? | ·
CCOc1nc(NC(=O)NC(=O)c2ccccc2)nc(-c2ccccc2)n1 | 6.7% | -12.6
COc1ccc(-c2ccoc2)cc1[C@H]1[C@H]2C=CC[C@@H](C)[C@@H]2C(=O)N1Cc1ccccc1 | -9.2% | -11.8
Cc1ccc(NC(=O)Cn2nc(C)c([N+](=O)[O-])c2C)cc1C | ? | ·
N/C(=C/C(=O)c1ccccc1O)C(F)(F)F | ? | ·
CCOc1ccccc1NC(=O)CCSc1nc2n[nH]c(C)c2c(=N)n1-c1ccccc1Cl | ? | ·
CC(=O)Nc1c(-c2ccccc2)c2cc(Br)ccc2[nH]c1=O | -9.9% | 17.6

5 entries already listed, sorted by the value under Lipid storage S3 cell count max, lowest first:
Molecule | Lipid storage S3 | Lipid storage S3 cell count max
CCC(=O)NC(=S)Nc1cccc(NC(=O)c2ccccc2)c1 | -4.1% | -13.1
Cn1c(=O)[nH]c2nnc(-c3ccc(Cl)c(Cl)c3)nc2c1=O | -11.0% | -10.8
Cc1ccccc1C(=O)Nc1nnc(SCC(=O)NCc2ccco2)s1 | i | -7.2
Cc1c(NC(=O)/C(C#N)=C/c2ccccc2)c(=O)n(-c2ccccc2)n1C | 24.6% | 13.8
NS(=O)(=O)c1cc(Cl)c(NC(=O)COC(=O)c2ccccn2)c(Cl)c1 | 8.5% | 16.5

Continuation.
Molecule | Lipid storage S3 | Lipid storage S3 cell count max
CCn1ccnc1CN(C)Cc1nc(CCC(C)C)no1 | -0.3% | 6.6
CCOC(=O)N1CCC(N2C(=O)c3ccc(C(=O)NCCOC)cc3C2=O)CC1 | -5.4% | 0.7
O=C(O)CSc1nnc(SCc2cccc3ccccc23)s1 | -14.5% | ·
c1sc2[n+](c1C13CC4CC(CC(C4)C1)C3)CCS2 | ? | ·
CCOC(=O)[C@H]1[C@H]2COc3ccc(Cl)cc3[C@@H]2N2C(=O)CN(Cc3ccco3)C(=O)[C@@]12C | i | 6.6
Cc1ccccc1C(=O)NC1CCN(CC(=O)Nc2ccc3c(c2)OCCO3)CC1 | 0.4% | 13.5
CCc1cccc(NC(=O)COc2ccccc2)c1 | ? | ·
C/C(=N/OCC(=O)Nc1ccccc1)c1cccs1 | ? | ·
Cc1ccccc1NC(=S)NC(=O)c1cc(-c2ccccc2)nc2ccccc12 | ? | ·
O=C(OCc1cn(Cc2ccccc2)nn1)c1ccccc1 | 13.4% | 10.0
Clc1cccc(Cl)c1COc1ccccn1 | 10.5% | -10.3
Cc1c(C)c2ccc(OCC(=O)NC(Cc3ccc(Cl)cc3)C(=O)O)cc2oc1=O (stereo not given) | ? | ·
COc1cc(C(=O)NCCCN2CCCC2=O)ccc1OCc1ccc(Cl)cc1Cl | 2.1%[0.0737 µM] | -18.2
O=c1cc(Cl)c(-c2ccccc2)n[nH]1 | ? | ·
O=C(O)Cc1ccc(O)c(F)c1 | -0.7% | 7.6
CCCn1nnnc1SCC(=O)Nc1nnc(CC)s1 | 11.8% | 3.9
O=[N+]([O-])c1cccc(S(=O)(=O)[N-]c2nc3ccccc3nc2-n2cc[n+](Cc3ccccc3)c2)c1 | -3.1% | 5.8
COc1ccc(-c2noc(CNS(=O)(=O)c3ccc(NC(C)=O)cc3)n2)cc1OC | ? | ·
C#CCOCCOCCOCCNc1nc(N2CCN(C(=O)CCCCCCCCCCNC(=O)[C@H](CCCCN)n3cc(C[C@@H](C)CC)nn3)CC2)nc(N2CCN(C(=O)CCCCCCCCCCNC(=O)[C@@H]([C@H](C)O)n3cc(C)nn3)CC2)n1 | ? | ·
CSc1ccc(S(=O)(=O)NCCOc2ccccc2C)cc1 | i | ·
CCCC(=O)Nc1sc2c(c1C(=O)Nc1ccccn1)CCCC2 | 8.1% | 8.6
Cc1ccccc1NC(=O)c1nc(S(C)(=O)=O)ncc1Cl | ? | ·
CCN(CC)C(=S)SCc1csc(CC(=O)Nc2ccccc2C)n1 | i | 5.2
Cc1ccccc1-n1nc(-c2cccnc2)cc1C(=O)NN | ? | ·
Cc1ccc(S(=O)(=O)Nc2nnc(CC(C)(C)C)s2)cc1 | -22.4% | -2.4
CCn1ccnc1C(O)c1ccccc1OC (stereo not given) | 3.8% | -0.4
CC(C)NS(=O)(=O)c1cc(C(=O)O)ccc1Cl | ? | ·
O=C(CN1CCN(c2ccccn2)CC1)Nc1ccccc1C(=O)Nc1ccccc1 | ? | ·
CCOC(=O)N1CCN(C(=O)C(=O)NNC(=O)COc2ccc(Cl)c(C)c2)CC1 | ? | ·
CC(=O)OC1OCCOC1NC(=S)NCc1ccco1 (stereo not given) | -10.3% | 4.8

The list continues.
Molecule | Lipid storage S3 | Lipid storage S3 cell count max
c1csc(-c2nnc(COc3ccc4c(c3)OCO4)o2)c1 | ? | ·
Cc1sc2nc(COC(=O)c3ccc(N4CCCC(C)C4)c([N+](=O)[O-])c3)[nH]c(=O)c2c1C (stereo not given) | ? | ·
Cc1ccccc1NC(=O)/C=C/c1cccs1 | -3.1% | -15.7
Cc1c(Cl)cccc1NC(=O)Cc1cccs1 | ? | ·
COc1ccc(Cl)cc1NC(=O)CN(C)C(=O)c1ccc(C)s1 | ? | ·
COc1ccc(-c2cc(C(F)F)n3ncc(C(=O)Nc4cnn(Cc5ccccc5)c4)c3n2)cc1 | -2.2% | -1.3
COc1ccc(CNC(=O)CSc2ccsc2[N+](=O)[O-])cc1 | ? | ·
Cc1noc(C)c1COc1cccc(C(=O)NCc2cccc(Cl)c2)c1 | ? | ·
O=C(CCn1c(=O)c2ccccc2n(Cc2ccccc2)c1=O)NCc1ccc2c(c1)OCO2 | ? | ·
COc1ccc(C2=NN(C(=O)CCC(=O)O)C(c3ccccc3OC)C2)cc1 (stereo not given) | i | -4.4
C=CCn1c(N2CCN(c3ccc(OC)cc3)CC2)nc2c1c(=O)[nH]c(=O)n2C | -0.4% | 11.8
COc1ccc(C(=O)NCC(=O)N/N=C/c2cn[nH]c2-c2ccccc2)cc1 | 6.1% | 3.8
O=C(Nc1ccc(S(=O)(=O)N2CCCCC2)cc1)c1cccnc1Cl | ? | ·
CSc1nnc(NC(=O)c2nc(S(=O)(=O)Cc3cccc(C)c3)ncc2Cl)s1 | ? | ·
Cc1ccccc1C(=O)NNC(=O)c1cc(S(=O)(=O)N2CCOCC2)ccc1C | ? | ·
Cc1ccc(-c2nnn(CC(=O)N(c3ccc(F)cc3)C(C(=O)NC(C)(C)C)c3ccco3)n2)o1 (stereo not given) | 8.1% | 3.2
Cc1ccc(S(=O)(=O)Nc2nc(-c3ccccc3)cs2)cc1 | -10.6% | -3.0
O=C(Nc1ccc(Cl)c(S(=O)(=O)N2CCOCC2)c1)c1cc(-c2ccccn2)nc2ccccc12 | -22.8% | -5.6
Cc1ccc(-c2nc(SCC(=O)c3c(N)n(C)c(=O)n(C)c3=O)n[nH]2)cc1 | -0.4% | 10.4
O=C(Cc1ccccc1)NCCCN1CCN(CCCNC(=O)Cc2ccccc2)CC1 | ? | ·
Cc1ccc(C)c(NC(=O)CSc2nnc([C@@H](N)Cc3ccccc3)o2)c1 | ? | ·
O=C(Nc1ccc(C2CC2(Cl)Cl)cc1)c1cccc([N+](=O)[O-])c1 (stereo not given) | 20.6µM* | -18.3*
CC(=O)c1cccc(S(=O)(=O)Nc2cccc(S(=O)(=O)NC3=NCCC3)c2)c1 | -20.6% | 9.8
CC1(C)Cc2nc3sc4c(SCC(=O)NC(c5ccccc5)c5ccccc5)ncnc4c3cc2CO1 | ? | ·
Cn1c(=O)c2c(ncn2CC(=O)Nc2nc3ccc(F)cc3s2)n(C)c1=O | ? | ·
COC(=O)Oc1nsnc1N1CCOCC1 | ? | ·
CCc1cccc(OCCCCNCCOC)c1 | 2.6% | 1.3
COc1ccc(CCNS(=O)(=O)c2cccc(F)c2)cc1OC | 19.3% | 0.8
COc1ccc(C(=O)NC2CCCc3c2cnn3-c2ccc(C)c(C)c2)c(OC)c1OC (stereo not given) | ? | ·
O=S(=O)(c1cccc2ccccc12)N1CCSC1 | 0.2% | 8.3

Further entries.
Molecule | Lipid storage S3 | Lipid storage S3 cell count max
COc1ccc(C(NC=O)c2cc(OC)c(OC)cc2Br)cc1OC (stereo not given) | -3.5% | -8.4
Cc1ccccc1C(=O)N1CCC(C(=O)NC(C)c2ccc(-n3ccnc3)cc2)CC1 (stereo not given) | ? | ·
COc1cccc(NC(=O)c2ccc(-c3ccccc3[N+](=O)[O-])o2)c1 | 11.5% | 14.9
C=CCn1c(SCc2ccccc2)nc(O)cc1=O | ? | ·
CC(=O)Nc1ccc(/C=N/NC(=O)c2cccs2)cc1 | 6.2% | 10.1
CC(C)CN1C(=O)c2ccc(C(=O)Nc3nccs3)cc2C1=O | ? | ·
COc1ccc(OC)c2sc(N3CCN(C(=O)c4ccc([N+](=O)[O-])s4)CC3)nc12 | i | ·
COc1cc(C=O)ccc1OCCOCCOc1c(C)cc(Cl)cc1Cl | 5.4% | 15.2
CCOc1cccc2cc(C(=O)N3CC(C)OC(C)C3)c(=O)oc12 (stereo not given) | 0.8% | -8.0
COc1ccc(-c2nnc(SCC(=O)N3CCC(Cc4ccccc4)CC3)o2)cc1OC | ? | ·
Cc1ccc(C)c(NC(=S)N2CCN(Cc3ccccc3)CC2)c1 | 10.4% | -7.4
COc1ccc(N2CCN(C(=O)C(Cc3ccccc3)n3cccc3)CC2)cc1 (stereo not given) | ? | ·
CCOc1ccccc1N1CCN(C(=S)NC(=O)C23CC4CC(CC(C4)C2)C3)CC1 | ? | ·
Cc1nc(NC(=O)c2cc3c(C)nn(-c4ccccc4)c3s2)sc1C(=O)Nc1ccccc1 | ? | ·
CN(Cc1ccccc1)C(=O)c1cccc(N2C(=O)NC3CC2(C)Oc2ccccc23)c1 (stereo not given) | -3.8% | -16.3
O=S(=O)(c1ccc(-n2cnnn2)cc1)N1CCN(c2ccccc2F)CC1 | i | ·
Cc1ccc(C)c(N2CCN(C(=O)CN3C(=O)c4ccccc4C3=O)CC2)c1 | 20.9% | 1.2
COc1ccc2nc(NC(=O)CSc3nnc(C)s3)sc2c1 | ? | ·
O=C(O)CN1C(=O)/C(=C\c2cccc(OCc3ccc(Cl)cc3)c2)SC1=S | ? | ·
COc1ccc(/C=N/n2c(N)nc(-c3ccccc3)c2-c2ccccc2)cc1 | 16.3% | -14.2
COC(=O)N/N=C\c1ccc(OC/C=C/c2ccccc2)cc1 | ? | ·
O=C(NC1CC1)C1CC(=O)N(c2ccccc2)C1 (stereo not given) | ? | ·
O=C(O)c1ccc(NC(=O)c2ccc3c(c2)C(=O)N(c2ccccc2)C3=O)cc1 | i | 19.0
COc1ccccc1CNC(=O)CSc1nnc2c(n1)[nH]c1ccc(F)cc12 | ? | ·
CCOC(=O)Cn1c(CN2CCN(C(=O)c3ccco3)CC2)nc2c1c(=O)n(C)c(=O)n2C | i | -18.7
Nc1ccc(-c2nc3nc(N)nc(N)c3nc2-c2ccc(N)cc2)cc1 | -2.8% | 18.4
Cc1cc(=O)oc2cc(OCC(=O)OCC(=O)Nc3ccccc3Br)ccc12 | -13.6% | 3.3
